GLP-1R inv ag: inverse agonists of human GLP-1 receptor; P43220; HEK293 GLP-1R CRE-luciferase, luminescence, 24 h; GLP-1R form is constitutively active; Potency, µM (titrated, usually from 38.3 µM), for inactives: top-dose activity change, negative = inhibition, usual class: inhibitors; actives 1.6% (n = 410,000); also: % is scaled to controls: 0 for no effect and ±100 for the full control effect; nearly all actives have a fitted effect of over 55% in size
Target sequence (P43220 whole entry, looked up): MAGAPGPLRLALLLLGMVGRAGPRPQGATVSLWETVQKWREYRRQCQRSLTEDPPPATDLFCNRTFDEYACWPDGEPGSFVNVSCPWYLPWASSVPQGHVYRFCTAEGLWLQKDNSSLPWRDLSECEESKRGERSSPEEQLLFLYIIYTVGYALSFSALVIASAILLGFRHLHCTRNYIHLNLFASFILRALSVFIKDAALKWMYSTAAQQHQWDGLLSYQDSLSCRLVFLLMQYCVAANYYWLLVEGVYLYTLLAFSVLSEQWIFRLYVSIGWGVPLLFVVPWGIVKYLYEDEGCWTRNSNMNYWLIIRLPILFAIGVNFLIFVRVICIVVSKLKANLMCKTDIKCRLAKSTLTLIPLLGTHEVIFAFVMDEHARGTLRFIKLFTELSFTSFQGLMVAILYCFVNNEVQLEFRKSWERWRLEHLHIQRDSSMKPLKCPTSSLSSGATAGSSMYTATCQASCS
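Luminescence readout: a drop in cAMP-driven luciferase signal flags inverse agonism at a constitutively active GLP-1R stably expressed in HEK293. Compound exposure lasted 24 hr at 37 deg C, 5% CO2.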
HEK293 tox: cytotoxicity in counter-screen for GLP-1R inverse agonists. HEK293 cAMP-luciferase reporter cells, luminescence, 24 h. Potency, µM (series often up to 38.3 µM), inactives show at the highest dose activity change, negative = inhibition, most hits filed as inhibitors. actives 0.13% (n = 410,000);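 also: loss of luciferase light is scored as toxicity; % is scaled to controls: 0 for no effect and ±100 for the full control effect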
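Here, cytotoxicity is scored as loss of luminescence. The MLSMR collection was tested on cells seeded in medium containing 10% Nu serum, with a 24 hr compound exposure preceded by 12 hours of culture.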
SW480 rereplic: induces DNA re-replication in SW480 colon adenocarcinoma cells; SW480 DNA re-replication, Hoechst DNA content imaging, 48 h; Potency, µM (titrated, usually from 46.1 µM), for inactives: at the top dose re-replication activation, hits mostly activators; actives 1.8% (n = 340,000); also: % of control where 0% means no effect; nearly all actives have a fitted effect of over 55% in size
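Image-based DNA-content assay: after two days of treatment, nuclei were labelled with the DNA dye Hoechst and imaged, and hits were compounds raising the count of nuclei showing high fluorescence intensity.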
KB-3-1 cytotox: kills parental KB-3-1 adenocarcinoma cells; KB-3-1 viability, CellTiter-Glo ATP luminescence, 72 h; Potency, µM (top dose mostly 46.1 µM), inactives show at the highest dose activity change, negative = cytotoxic, hits mostly cytotoxic; AID 1347075; actives 1.4% (n = 400,000); also: % is scaled to controls: 0 for no effect and ±100 for the full control effect; nearly all actives have a fitted effect of over 60% in size
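Cells are dispensed, compounds pinned in, plates held at 37 °C for 72 h, then CellTiter-Glo is added and luminescence read after 10 minutes. Cell line: parental KB-3-1 in phenol-red-free DMEM, 10% FBS.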
KB-V1 MDR tox: kills drug-selected multidrug resistant KB-V1 cells | KB-V1 MDR cells viability, CellTiter-Glo, 72 h | Potency, µM (titrated, usually from 46.1 µM), inactives show top-dose activity change, negative = cytotoxicity, usual class: cytotoxic | actives 3.4% (n = 400,000); also: % is scaled to controls: 0 for no effect and ±100 for the full control effect; nearly all actives have a fitted effect of over 60% in size
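qHTS viability screen in drug-selected KB-V1 MDR cells: 72 h compound treatment at 37 degrees C, ATP luminescence end point.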
GLP-1R agonist: GLP-1 receptor (human) agonism. P43220. HEK293 GLP-1R CRE-luciferase, luminescence, 4-6 h; cells express a hypersensitive GLP-1R form. Potency, µM (doses to about 45.6 µM), inactives show at the top dose activation, hits mostly activators. actives 0.007% (n = 380,000); also: % of control where 0% means no effect
HT1080-NT tox: kills 2HG-producing HT-1080-NT fibrosarcoma cells | Potency, µM (doses to about 46.1 µM), for the others: at the highest dose activity, negative = less viability, actives largely listed as cytotoxic | actives 1.6% (n = 360,000) | AID 686970 | HT-1080-NT fibrosarcoma viability, CellTiter-Glo ATP luminescence, 48 h;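 also: NT is the 2HG producing partner of a matched IDH1 knockdown line; 0% = DMSO-treated cells and -100% = media-only wells without cells; nearly all actives have a fitted effect of over 55% in size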
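Fibrosarcoma NT cells, 750 per well in 5% FBS RPMI, were exposed to compound for 48 hours. Viability: CellTiter-Glo luminescence.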
TDP-43 yeast inh: rescues yeast growth from TDP-43 toxicity; Potency, µM (titrated, usually from 46.1 µM), inactives show top-dose growth rescue (activation), actives largely listed as activators; actives 1.8% (n = 410,000); TDP-43 expressing yeast growth rescue, BacTiter-Glo, 24 h; also: % of control where 0% means no effect; nearly all actives have a fitted effect of over 50% in size
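Galactose-induced TDP-43 yeast, OD600=0.02, compound pinned; 24 hr, 30 deg C; BacTiter-Glo luminescence for growth. Inhibitors of TDP-43 toxicity read as activators.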
HT1080 IDH1KD tx: HT-1080 IDH1 knockdown cell toxicity (counter line). HT-1080 IDH1 knockdown viability, ATP luminescence, 48 h. Potency, µM (highest dose often 46.1 µM), inactives show at the top dose activity, negative = toxicity, hits mostly cytotoxic. actives 2% (n = 360,000);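 also: 0% = DMSO wells and -100% = cell-free medium wells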
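IDH1KD HT-1080 cells, 750/well, RPMI + 5% FBS; compound pinned after 2 h settling; 48 h, 37 °C; CellTiter-Glo luminescence; % activity normalised to DMSO and no-cell wells; curves fitted, classed by r2 and efficacy.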
Starred values were filed as active, the others as inactive; u = inconclusive; x = not tested or not shown; & = joins results of further samples; [ ] = dose if it differs, or a comment. Calls follow the shape of the dose curve; as a rule, active = well fitted curve in the direction sought with a large enough effect; inconclusive = small, poorly fitted or top-dose-only effect, or another doubt; inactive = no such curve, though single readings can be large; an effect the other way counts as inactive or inconclusive. Potency is read from the fitted curve at half-maximal effect. This is a random part of the collection; 9.4% or so of the library scored in one or more.

SMILES	GLP-1R inv ag	HEK293 tox	SW480 rereplic	KB-3-1 cytotox	KB-V1 MDR tox	GLP-1R agonist	HT1080-NT tox	TDP-43 yeast inh	HT1080 IDH1KD tx
COc1ccc(/C=N/N2C(=O)CN(C(=O)c3ccccc3)C2c2ccc(OC)cc2)cc1 (configuration not stated)	3%	-22%	-4%	0%	20%	15%	-5%	10%	-14%
COc1cc(OC)c(N(C)S(=O)(=O)c2cccc(C(=O)OCC(=O)N3CCOCC3)c2)cc1Cl	14%	-3%	-2%	-3%	u	0%	0%	6%	4%
CCC12CN3CC(CC)(CN(C1)C3c1ccc(OCc3ccccc3)cc1)C2=O (configuration not stated)	4%	-12%	x	10%	19%	x	x	17%	x
COc1cccc(CNC(=O)C(CC(C)C)NS(=O)(=O)c2ccc3c(c2)oc(=O)n3C)c1 (configuration not stated)	16%	13%	x	-4%	-10%	x	x	-7%	x
Cc1noc(C)c1C(=O)OC(C)C(=O)c1c[nH]c2ccccc12 (configuration not stated)	-20%	-2%	x	10%	u	1%	2%	0%	7%
Cn1cc(Br)c(C(=O)NC(=S)N2CCN(c3ccccn3)CC2)n1	-15%	20%	u	-4%	-24%	-1%	-3%	-6%	-2%
CCN(c1ccccc1)S(=O)(=O)c1ccc(Cl)nc1	0%	-4%	1%	-3%	-13%	1%	24%	-4%	10%
N=C(N)SCC1=CCS(=O)(=O)C1	0%	-4%	-5%	8%	u	-1%	4%	-4%	0%
Cc1ccc2c(c1)c1ncn(CCC3=CCCCC3)c(=O)c1n2C	2%	9%	24%	-20%	0%	2%	-2%	0%	1%
Cc1cc(C)n2nc(C(=O)OCC(=O)NCc3ccc(F)cc3)nc2n1	-10%	-2%	1%	0%	-9%	-7%	16%	13%	0%
COCc1nnc(NC(=O)c2c(-c3c(Cl)cccc3Cl)noc2C)s1	-24%	-4%	-9%	3%	-2%	-1%	u	-7%	21µM*
CC(C)(C)OC(=O)N1CCN(C(=O)c2nc[nH]c2C(=O)N2CCN(C(=O)OC(C)(C)C)CC2)CC1	2%	10%	1%	2%	-8%	-2%	6%	12%	14%
CCS(=O)(=O)c1nc(S(=O)(=O)c2ccc(C)cc2)c(NCCN2CCOCC2)s1	55%[activator]	3%	u	5%	-3%	4%	-4%	13%	5%
Cc1cc(C)n(C(=O)CN2C(=O)c3ccccc3C2=O)n1	13%	-30%	0%	24%	7%	-3%	7%	-23%	2%
COc1cc(OC)c(OC)cc1C=Cc1ccc2ccccc2n1	-22%	187%[activator]	x	6%	u	12%	u	25%	u
FC(F)(F)c1nnc2ccc(NCn3nnc4ccccc43)nn12	34%[activator]	1%	-1%[9.22 µM]	-4%	-6%	5%	-15%	-26%	u
Cc1ccc(CS(=O)(=O)c2ccc(C(=O)N3CCN(c4ccccn4)CC3)cc2[N+](=O)[O-])cc1	u	3%	15%	-9%	u	-1%	u	0%	u
COc1ccccc1C(=O)Nc1ccc(Cc2ccncc2)cc1	11%	-10%	4%	u	9.2µM*	-6%	10%	4%	8%
Nc1nc(SCC(=O)N2CCCc3ccccc32)n(-c2ccccc2)n1	4%	5%	-7%	3%	u	-2%	17%	20%	0%
COc1cccc(C(C)NC(=O)Cc2cccs2)c1 (configuration not stated)	-18%	-2%	2%	5%	18%	3%	-5%	-7%	-9%
O=C(NCc1cccc(Cl)c1)c1c2c(nc3ccccc13)C(=O)N(C1CCCCC1)C2	1%	-1%	x	4%	-2%	x	x	13%	x
Cc1ccc(NC(=O)Cn2cc(S(=O)(=O)c3ccc(F)cc3)c(=O)c3cc4c(cc32)OCO4)cc1	-28%	0%	x	11%	0%	0%	x	23%	x
CCCCN(C)C(=O)c1sc2ncn(CC)c(=O)c2c1C	6%	-7%	0%	17%	7%	2%	10%	16%	13%
Cc1oc(-c2ccc(Cl)cc2)nc1CS(=O)CC(=O)NCc1ccccc1 (configuration not stated)	u	-2%	-9%	-7%	-8%	4%	-6%	-3%	0%
Cc1nccn1CCC(=O)Nc1ccc(Cl)cc1	-23%	5%	-4%	9%	8%	9%	-2%	-8%	-16%
O=C1CCN(CCc2ccccc2)CCN1CCSc1ccccc1	u	7%	-1%	22%&8%	u	-8%	1%	5%	-7%
Cc1ccc(NS(=O)(=O)c2cc(C(=O)N3CCN(CCO)CC3)ccc2C)cc1	0%	2%	-12%	25%	0%	1%	1%	3%	5%
Cc1cc(-c2csc(N)n2)c(C)n1Cc1ccco1	9%	-11%	u	u	3%	-2%	1%	-11%	0%
COc1cccc(-c2c(NC(C)=O)n(C)c3ccccc3c2=O)c1	-8%	6%	-5%	6%	-6%	1%	5%	-1%	2%
O=C(Cn1nnc(-c2ccccc2)n1)NCc1ccccc1	7%	-14%	10%	-3%	-5%	1%	4%	-8%	18%
Cc1ccc(NC(=O)CSCc2ccc(F)cc2)cc1	11%	-8%	-3%	6%	10%	0%	1%	u	4%
O=C(Nc1ccc(Cl)c(Cl)c1)N1CCC(N2CCCCC2)CC1	-43%	-6%	-5%	-7%	-13%	-4%	-25%	-4%	-6%
O=C(COc1ccc(S(=O)(=O)N2CCOCC2)cc1)NC1CC1	6%	2%	10%	u	0%	2%	-1%	-19%	3%
CC1=C(C(=O)N2CCOCC2)CC(CC(=O)NCc2cccs2)C(=O)N1Cc1ccc(C(C)(C)C)cc1 (configuration not stated)	-11%	1%	x	10%	-17%	17%	-2%	12%	1%
C=CCn1c(N)c(C(=O)NCCC2=CCCCC2)sc1=S	-6%	10%	-1%	-1%	u	25%	1%	0%	1%
COc1ccc(Nc2nnc(-c3ccc(C)c(S(=O)(=O)N4CCN(C)CC4)c3)c3ccccc23)cc1	u	-12%	x	u	-27%	x	x	0%	x
Cc1nc(-c2ccc(S(=O)(=O)Oc3ccccc3Cl)s2)cs1	u	-8%	u	-16%	u	13%	-9%	0%	-13%
O=C(Nc1cccnc1)c1ccc(Cl)c(Cl)c1	22%	-6%	-1%	-9%	-10%	-8%	6%	24%	14%
COc1ccc(N2C(=O)C3C(C2=O)C2C=CC3C23CC3)c([N+](=O)[O-])c1 (configuration not stated)	-19%	-18%	-7%	0%	-16%	11%	4%	-4%[0.397 µM]	1%
CN(C)C(=O)CSc1nnc(NC(=O)CCc2ccccc2)s1	u	3%	1%	-3%	-9%	0%	-14%	-7%	-8%

Filtered by structure, the entries above with an aryl methoxy group
SMILES	GLP-1R inv ag	HEK293 tox	SW480 rereplic	KB-3-1 cytotox	KB-V1 MDR tox	GLP-1R agonist	HT1080-NT tox	TDP-43 yeast inh	HT1080 IDH1KD tx
COc1ccc(/C=N/N2C(=O)CN(C(=O)c3ccccc3)C2c2ccc(OC)cc2)cc1 (configuration not stated)	3%	-22%	-4%	0%	20%	15%	-5%	10%	-14%
COc1cc(OC)c(N(C)S(=O)(=O)c2cccc(C(=O)OCC(=O)N3CCOCC3)c2)cc1Cl	14%	-3%	-2%	-3%	u	0%	0%	6%	4%
COc1cccc(CNC(=O)C(CC(C)C)NS(=O)(=O)c2ccc3c(c2)oc(=O)n3C)c1 (configuration not stated)	16%	13%	x	-4%	-10%	x	x	-7%	x
COc1cc(OC)c(OC)cc1C=Cc1ccc2ccccc2n1	-22%	187%[activator]	x	6%	u	12%	u	25%	u
COc1ccccc1C(=O)Nc1ccc(Cc2ccncc2)cc1	11%	-10%	4%	u	9.2µM*	-6%	10%	4%	8%
COc1cccc(C(C)NC(=O)Cc2cccs2)c1 (configuration not stated)	-18%	-2%	2%	5%	18%	3%	-5%	-7%	-9%
COc1cccc(-c2c(NC(C)=O)n(C)c3ccccc3c2=O)c1	-8%	6%	-5%	6%	-6%	1%	5%	-1%	2%
COc1ccc(Nc2nnc(-c3ccc(C)c(S(=O)(=O)N4CCN(C)CC4)c3)c3ccccc23)cc1	u	-12%	x	u	-27%	x	x	0%	x
COc1ccc(N2C(=O)C3C(C2=O)C2C=CC3C23CC3)c([N+](=O)[O-])c1 (configuration not stated)	-19%	-18%	-7%	0%	-16%	11%	4%	-4%[0.397 µM]	1%

(continued)
SMILES	GLP-1R inv ag	HEK293 tox	SW480 rereplic	KB-3-1 cytotox	KB-V1 MDR tox	GLP-1R agonist	HT1080-NT tox	TDP-43 yeast inh	HT1080 IDH1KD tx
Cn1c(Cn2c(=O)sc3ccccc32)nnc1SCC(=O)N1CCCc2ccccc21	-9%	7%	-2%	2%	13%	1%	-4%	u	-1%
Cc1ccc(NC(=O)C2CCN(S(=O)(=O)c3c(C)noc3C)CC2)cc1C	u	-19%&-19%	-7%	26%&-22%	20%&4%	12%&1%	2%	-13%&19%	-16%
Cc1nnc(SCC(=O)NC2CC2)n1-c1ccccc1	6%	-31%	-7%	20%	50%	-5%	13%	12%	9%
O=C(Nc1nc(-c2ccccn2)cs1)c1ccc(-c2ccccc2F)o1	u	u	u	u	2%	0%	u	u	u
N#Cc1cc(C(=O)c2ccccc2OCC(=O)Nc2ccccc2Cl)cn(C2CCCCC2)c1=O	6%	10%	10%	-4%	0%	0%	-7%	5%	-1%
CCn1c(CNc2ccc(F)cc2)nnc1SCC(=O)Nc1ccccc1OC	u	-15%	5%	5%	-6%	6%	2%	15%	1%
Cc1ccccc1-c1cc(=O)c2c(O)cccc2o1	u	-14%	-9%	u	13%	16%	7%	-18%	8%
Cn1c(CNC(=O)CCNC(=O)c2cccc(Cl)c2)cc(=O)n(C)c1=O	0%	-2%	-5%	-22%	-5%	-3%	13%	-7%	-6%
O=C(NCCc1csc2nc(-c3ccc(F)cc3)nn12)c1ccco1	10%	1%	x	-6%	0%	x	x	0%[9.22 µM]	x

Screening data: PubChem, National Center for Advancing Translational Sciences (NCATS)
